Cycloheximide cs: affects cycloheximide protein synthesis inhibition readout, counter-screen; cell reporter, cycloheximide protein synthesis inhibition counterscreen; 12% of 300,000 active; max response, %; in the data active means max response mostly above about 13%, no sharp cut-off; inactive means mostly below about 14%; further: read at 38.3 µM for the half of the compounds with a filed dose; 0% is about no effect
Shiga inhibitor: Shiga toxin inhibition; Vero cells, Shiga toxin protein synthesis inhibition reporter; inhibition, % at 38.7 µM; 9.2% of 290,000 active; in the data active means inhibition mostly above about 28%, no sharp cut-off; inactive means mostly below about 43%; further: 0% is about no effect
TbPYK inhibitor: T. brucei pyruvate kinase inhibition; 0.12% of 410,000 active; Potency, µM (series often up to 76.8 µM), for inactives: at the highest dose activity, negative = inhibition, usual class: inhibitors; Q57TT1; TbPYK enzyme, Kinase-Glo Plus ATP luminescence, 45 min; AID 624173; further: potency means the concentration at half of the fitted maximal effect; on the % scale 0 is the no-effect control and ±100 the full control effect; nearly all actives have a fitted effect of over 50% in size
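Activity of T. brucei pyruvate kinase was followed by Kinase-Glo Plus luminescence after the enzyme reacted 45 min at room temperature with 130 uM ADP (final) and substrate. Test compounds were added before ADP at multiple concentrations.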
Pf growth 96h: inhibits malaria parasite growth, 96 h; 6.9% of 320,000 active; Potency, µM (doses to about 28.7 µM), inactives show top-dose activity change, negative = inhibition, usual class: inhibitors; P. falciparum luciferase reporter growth, 96 h; further: potency means the concentration at half of the fitted maximal effect; on the % scale 0 is the no-effect control and ±100 the full control effect
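P. falciparum expressing integrated firefly luciferase grown in erythrocytes (2% hematocrit, 0.05% parasitemia final) with compounds for 96 hours at 37 C, 5% CO2. Growth inhibition read as loss of luminescence after adding luciferase detection reagent.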
LmPK inh: LmPK (Leishmania mexicana) enzyme inhibition. Q27686. 0.37% of 290,000 active. purified LmPK, Kinase-Glo ATP luminescence, 1 h. Potency, µM (doses to about 57.5 µM), for inactives: at the top dose activity change, negative = inhibition, usual class: inhibitors; further: potency means the concentration at half of the fitted maximal effect; on the % scale 0 is the no-effect control and ±100 the full control effect
Target sequence (Q27686 whole entry, looked up): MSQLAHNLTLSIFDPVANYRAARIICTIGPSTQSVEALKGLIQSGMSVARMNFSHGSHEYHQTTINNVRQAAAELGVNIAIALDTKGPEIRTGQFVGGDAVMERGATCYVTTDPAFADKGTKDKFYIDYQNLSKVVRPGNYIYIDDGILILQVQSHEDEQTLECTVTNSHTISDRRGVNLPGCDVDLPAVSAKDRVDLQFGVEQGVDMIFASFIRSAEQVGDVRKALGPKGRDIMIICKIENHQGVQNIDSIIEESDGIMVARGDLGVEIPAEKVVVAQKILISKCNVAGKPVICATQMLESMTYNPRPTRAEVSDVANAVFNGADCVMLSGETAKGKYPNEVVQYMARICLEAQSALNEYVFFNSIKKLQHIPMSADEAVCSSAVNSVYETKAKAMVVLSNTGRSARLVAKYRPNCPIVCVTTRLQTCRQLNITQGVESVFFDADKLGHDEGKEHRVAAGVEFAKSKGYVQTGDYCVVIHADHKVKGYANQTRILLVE
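0.1 nM LmPK, 0.5 mM PEP, 0.1 mM ADP; 50 mM imidazole pH 7.2, 7 mM MgCl2, 50 mM KCl; 1 h RT. Kinase-Glo luminescence readout, normalized to no-enzyme (full inhibition) and uninhibited wells.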
Pf growth 48h: inhibits P. falciparum growth in the first generation, 48 h. Potency, µM (highest dose often 28.7 µM), inactives show at the highest dose activity change, negative = inhibition, most hits filed as inhibitors. 5.9% of 310,000 active. P. falciparum luciferase growth in erythrocytes, 48 h; further: potency means the concentration at half of the fitted maximal effect; on the % scale 0 is the no-effect control and ±100 the full control effect
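Here the parasites carry a stable luciferase gene and grow inside erythrocytes in Albumax-based RPMI medium with compound for one erythrocytic cycle. Activity is scored as loss of luminescent signal.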
AMA1 RON2 block: disrupts binding of P. falciparum AMA1 to RON2. 0.2% of 360,000 active. AlphaScreen AMA1-biotinylated RON2 peptide binding. AID 720542. Potency, µM (series often up to 58.2 µM), inactives show at the highest dose activity change, negative = inhibition, actives largely listed as inhibitors;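 further: potency means the concentration at half of the fitted maximal effect; 0% = vehicle wells and -100% = peptide control; nearly all actives have a fitted effect of over 45% in size; some results filed as inactive show a strong effect at the top dose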
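AMA1 (3D7) with his tag at 25 nM final met compounds first, then biotinylated RON2 peptide at 25 nM; detection used donor plus acceptor beads, 10 µg/mL apiece, read by AlphaScreen after 30 min at room temperature.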
* hit, by the source's call; u = inconclusive; x = not tested or not shown; [ ] = remark or other dose. Unless noted, the call rests on the fitted dose curve; in most records, active means well fitted curve in the direction sought with a large enough effect; inconclusive means small, poorly fitted or top-dose-only effect, or another doubt; inactive means no such curve, though single readings can be large; an effect the other way counts as inactive or inconclusive.

SMILES	Pf growth 48h	Pf growth 96h	TbPYK inhibitor	Shiga inhibitor	LmPK inh	Cycloheximide cs	AMA1 RON2 block
COc1cccc(N(C(=O)c2snc(C(N)=O)c2N)C(C(=O)NCC2CCCO2)c2c[nH]c3ccccc23)c1 (centres undefined)	9.28µM*	-7.2%	-1.2%	-11.7	3.9%	-2.3	-5.2%
CCOC(=O)CNC(=O)c1cnc(Nc2ccccc2OC)c2ccccc12	u	u	0.3%	-8.2	-0.6%	-1.6	-3.1%
CCCCNC(=O)c1ccccc1Cl	x	u	-2.5%	15.3	-5.3%	21.3	0.1%
CC(=O)c1sc2nc(C)cc(C)c2c1N	17.8%	u	-1.0%	-2.7	0.4%	-4.8	35.7%[activator]
COc1cccc(CNC(=O)c2ccc(CS(=O)(=O)Cc3ccccc3C)o2)c1	-18.9%	18.8%	8.4%	14.8	0.2%	8.1	0.0%
CC(=O)N(Cc1ccccc1)Cc1cn(CCC#N)nc1-c1cccc([N+](=O)[O-])c1	-35.0%[5.75 µM]	-35.0%[5.75 µM]	-3.8%	-4.9	2.9%	-3.2	-4.8%
COc1c2ccoc2nc2c(OC)c(OCC(O)C(C)(C)O)ccc12 (centres undefined)	u	-28.6%	-8.9%	-3.7	-1.7%	-2.8	21.3%
Cc1ccc(OCC(=O)c2cc(C)n(Cc3cccs3)c2C)c([N+](=O)[O-])n1	-3.5%	-5.3%	2.2%	31.5	0.9%	36.2*	-5.9%
Cc1cc(N2CC(C(=O)NCc3cccs3)CC2=O)ccc1C(C)C (centres undefined)	u	x	2.0%	10.0	3.1%	0.2	-9.9%
COc1ccc(OC)c(NC(=O)CCN2CCCCCC2)c1	3.5%	-16.5%	10.6%	-5.3	4.5%	-0.8	7.2%
CC(C)C1=CC2=CC[C@@H]3[C@](C)(CCC[C@@]3(C)C(=O)O)[C@H]2CC1	-10.7%	u	0.3%	x	x	x	x
CN1\C(=C/C=C/C=C/C=[N+](C)C)C(C)(C)c2ccccc21	u	u	u	-7.5	10µM*	8.2	22.4µM*
CCNC(=O)N1c2ccccc2Sc2ccccc21	u	0.0%	1.6%	-5.6	-3.2%	-0.9	-7.9%
COc1ccc2nc(Nc3nc(C)c(CCC(C)C)c(=O)[nH]3)nc(C)c2c1	u	30.1%[activator]	-19.0%	-10.7	0.7%	-0.1	-3.3%
CC(C)CN(C(=O)CN1CCC(C)CC1)c1c(N)n(CC(C)C)c(=O)[nH]c1=O	15.5%	47.5%[activator]	-2.9%	16.1	0.2%	-0.2	-2.2%
C=C1C(=O)O[C@H]2C1CC[C@@](C)(O)C13C=CC(C)(C21)C1(C3)C(=O)O[C@@H]2C3C(C)=CCC3[C@](C)(O)C[C@H](OC(C)=O)C21 (some centres undefined)	-6.8%	u	-1.7%	33.9*	0.3%	12.2*	-2.2%
CN1CCN(c2nc(N)c(Br)c(Cl)n2)CC1	34.1%[activator]	-7.4%	0.3%	-6.1	0.1%	-1.4	-0.6%
CCc1nc(NCc2ccccn2)c2oc3ccccc3c2n1	-22.4%	u	-5.2%	4.1	1.1%	-4.4	27.8%
CCOCCCNC(=O)NC(=O)CN1CCN(S(=O)(=O)c2ccc3c(c2)OCCO3)CC1	-4.7%	-8.1%	-3.6%	-5.8	4.1%	-2.0	-3.2%
C=CCc1ccccc1OCCNCCCOC	-0.4%	83.0%[activator]	-3.0%	-8.5	-1.1%	-3.6	7.2%

Laid out differently: entries from further up.
The line under a structure holds: Pf growth 48h, Pf growth 96h, TbPYK inhibitor, Shiga inhibitor, LmPK inh, Cycloheximide cs, AMA1 RON2 block
- COc1ccc(OC)c(NC(=O)CCN2CCCCCC2)c1
→ 3.5%, -16.5%, 10.6%, -5.3, 4.5%, -0.8, 7.2%
- CC(C)C1=CC2=CC[C@@H]3[C@](C)(CCC[C@@]3(C)C(=O)O)[C@H]2CC1
→ -10.7%, u, 0.3%, x, x, x, x
- CN1\C(=C/C=C/C=C/C=[N+](C)C)C(C)(C)c2ccccc21
→ u, u, u, -7.5, 10µM*, 8.2, 22.4µM*

Following part:
SMILES	Pf growth 48h	Pf growth 96h	TbPYK inhibitor	Shiga inhibitor	LmPK inh	Cycloheximide cs	AMA1 RON2 block
O=S(=O)(c1ccc2nc(-c3ccccc3)[nH]c2c1)N1CCN(c2ccc(Cl)cc2)CC1	11.7µM*	u	0.3%	-11.9	2.9%	-6.5	-20.5%
O=C(NCc1ccc2c(c1)OCO2)C1CCCN1C(=O)Nc1cccc(Cl)c1 (centres undefined)	15.4%	u	1.3%	6.7	7.3%	9.7	-8.9%
CCOCCCNC(=O)Cn1nc(Cc2ccncc2)c2ccccc2c1=O	9.8%	11.2%	-0.1%	-8.8	2.2%	-8.2	-5.2%
Cc1ccc(-c2nc3ncccn3c2NC2CCCCC2)o1	-17.6%	u	-11.6%	-10.5	11.3%	-1.7	1.6%
CC1CCN(C(=O)CSc2nc3cccnc3n2C)CC1	33.0%[activator]	u	-1.7%	28.7	-1.4%	2.2	30.1%[activator]
Cc1ccc(S(=O)(=O)NCC(=O)OCc2nnc(-c3ccccc3)o2)cc1	15.8%	29.0%	0.5%	5.6	-3.2%	-2.6	5.3%
CCOC(=O)C1CCCN(c2ncnc3c2cnn3-c2ccc(OC)cc2)C1 (centres undefined)	101.5%[activator]	u	1.8%	70.1*	4.9%	34.6*	-0.5%
CN1CCC(OC(=O)c2ccccc2)CC1	-1.7%	-18.6%	-3.7%	-3.0	3.9%	2.4	-0.1%
N#Cc1nc(COc2ccccc2)oc1NCCN1CCOCC1	5.3%	7.5%	1.2%	-9.0	-4.1%	5.5	-0.6%
Cc1nn2c3ccccc3n(CCN3CCCCC3)c2nc1=O	-5.4%	-24.7%	1.5%	10.3	8.1%	1.2	-13.0%
O=c1cc(-c2ccccc2)nc(/C=C/c2ccccc2)[nH]1	u	-53.5%	4.5%	-12.8	3.1%	-1.1	-10.1%
CC(C)[C@H](NC(=O)C1CCN(S(=O)(=O)c2ccc(F)cc2)CC1)C(=O)NCc1ccncc1	-18.6%	u	0.7%	10.9	1.6%	7.7	2.0%
O=C(CN1CCOCC1)N1CCN(c2ccc([N+](=O)[O-])cc2)CC1	0.4%	u	2.9%	-7.2	-8.8%	-3.9	-2.7%
Cc1ccc(-c2nc(CCNC(=O)c3ccco3)cs2)cc1	u	u	7.2%	x	x	x	-2.1%
CCCNC(=O)C(=O)NCC1CCCN1CC (centres undefined)	-1.6%	0.3%	0.7%	-5.8	5.2%	14.3	15.0%
O=C(Cn1c(-c2ccccc2)noc1=O)Nc1ccc(S(=O)(=O)N2CCOCC2)cc1	u	23.4%	-5.3%	-12.3	-3.4%	-2.9	6.7%
COc1ccc(/C=C/c2ccc(=O)n(Cc3ccccc3)n2)cc1	u	u	-11.4%	25.3	-14.9%	15.7	62.1%[activator]
Cc1ccc(S(=O)(=O)NC(=O)Nc2c(C)n(C)n(-c3ccccc3)c2=O)cc1	10.2%	11.7µM*	2.3%	-3.9	4.0%	-3.7	8.3%
COc1ccc2c(c1)[nH]c1c(=O)n(CCN3CCCC3)cnc12	13.9%	5.4%	-1.8%	58.2	1.3%	-2.4	-2.0%
O=C(Nc1ccnn1C1CCN(Cc2cc(Cl)ccc2O)CC1)C1CC1	u	u	-3.8%	-3.8	-3.2%	-1.0	5.7%

Taken from above:
Result for COc1cccc(N(C(=O)c2snc(C(N)=O)c2N)C(C(=O)NCC2CCCO2)c2c[nH]c3ccccc23)c1 (centres undefined) under Shiga inhibitor: -11.7
Result for C=C1C(=O)O[C@H]2C1CC[C@@](C)(O)C13C=CC(C)(C21)C1(C3)C(=O)O[C@@H]2C3C(C)=CCC3[C@](C)(O)C[C@H](OC(C)=O)C21 (some centres undefined) under TbPYK inhibitor: -1.7%

Carrying on:
SMILES	Pf growth 48h	Pf growth 96h	TbPYK inhibitor	Shiga inhibitor	LmPK inh	Cycloheximide cs	AMA1 RON2 block
COc1ccc(CN2CCN(C3CCSCC3)CC2CCO)c(C)c1C (centres undefined)	20.2%	-13.8%	3.6%	9.9	-3.2%	-1.3	-7.5%
O=[N+]([O-])c1ccc(S(=O)(=O)N/N=C/c2cccs2)cc1	4.9%	6.4%	-11.5%	27.2*	-2.1%	19.8*	2.8%
CN(CC(=O)Nc1ccc(F)cc1)C(=O)CSc1ncccn1	19.1%	41.1%[activator]	0.4%	x	x	x	19.0%
CCCCc1ccc(-c2ccc(C)cc2O)nc1	x	22.6%	-8.6%	58.3*	8.4%	24.8*	58.0%[activator]
CCOCCCNC(=O)CS(=O)(=O)Cc1nc(-c2cccc(OC)c2)oc1C	-1.3%	x	0.7%	8.1	7.0%	2.7	-4.5%
COc1ccc(/C=C/c2noc(-c3ccccc3OC(C)=O)n2)cc1	90.8%[activator]	233.4%[activator]	7.2%	50.5*	-7.5%	19.0*	5.1%
Cc1ccc(C2=NS(=O)(=O)N(C)C(C(=O)NC(C)c3ccccc3)=C2)cc1 (centres undefined)	0.5%	-5.6%	-1.2%	-4.7	-0.9%	-3.7	-4.8%
N#Cc1ccsc1NC(=O)CN1CCN(S(=O)(=O)c2cc(Cl)ccc2Cl)CC1	u	4.15µM*	6.8%	-9.1	2.6%	-2.1	13.8%
O=C(N/N=C/c1cccnc1)NC12CC3CC(CC(C3)C1)C2	u	u	-15.4%	-3.9	6.6%	9.4	-18.8%
CC1CCN(CCCNC(=O)c2nn(C)c3c2CS(=O)(=O)c2ccccc2-3)CC1	16.4%	-15.4%	0.0%	-4.4	2.7%	-1.0	-10.2%
Cc1ccc(NC(=O)N2CCC(C(N)=O)CC2)cc1	-1.3%	27.1%	4.0%	27.3	-4.7%	-1.5	-6.9%
O=C(Nc1ccccc1Oc1ccccc1)C1CCCC1	18.5%	31.2%[activator]	-0.1%	5.8	-1.0%	-0.7	-0.3%
Cc1cc(N2CCCCC2)nc(NCc2ccccc2)n1	3.29µM*	2.94µM*	0.6%	10.4	1.4%	0.8	-12.0%
CCOC(=O)C1=C(C)NC(=O)C(C(N)=O)C1c1ccccc1 (centres undefined)	-11.6%	u	-7.8%	-8.5	2.3%	-3.7	5.8%
O=C(/C=C/Nc1ccc(S(=O)(=O)Nc2cnc3ccccc3n2)cc1)c1ccccc1	14.9%	u	-3.6%	60.7	-1.2%	28.2*	-2.7%
CC1(C)NC(=O)N(CCCOc2ccc3c(c2)CCC3)C1=O	42.5%[activator]	x	-0.2%	58.9*	0.2%	34.2*	-13.7%
S=c1[nH]nc(-c2cc3c(s2)-c2ccccc2CC3)o1	36.1%[activator]	33.6%[activator]	-34.6%	56.3*	-14.4%	30.1*	12.4%
CCCCn1c(N)c(N(CC)C(=O)c2cccc(C)c2)c(=O)[nH]c1=O	6.6%	15.0%	-4.8%	-3.1	-0.3%	-6.2	5.1%

High-throughput results: PubChem BioAssay, National Center for Advancing Translational Sciences (NCATS)
